E coli growth: reduces bacterial viability in AddAB counter-screen; AID 449728; inhibition, % at 11.9 µM; E. coli V3065 growth, OD600 absorbance, 18 h; 0.27% of 330,000 active;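 active = inhibition above the campaign's mean inhibition across all tested compounds plus 3 SD, cut at about 9.9% in these data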;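 also: uninfected addAB+ strain grown without phage in ampicillin broth; 0% = DMSO wells and 100% = ciprofloxacin 0.95 µg/ml wells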
SR-BI DiI-HDL act: SR-BI HDL lipid transfer activation; CHO ldlA[mSR-BI] cells, DiI-HDL uptake fluorescence, 3 h; 100 = double the neutral-control signal; activation, % at 12.5 µM; 0.096% of 320,000 active; AID 504775;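 active = mean replicate activation of at least 60% and every replicate at or above 60%; inconclusive = mean or all-replicate condition met, but not both; inactive = mean below 60% and not all replicates reaching 60%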;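 also: 0% = median plate neutral-control signal and 100% = twice that signal; values of inactives mirror those of a sister screen read the other way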
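System: CHO ldlA[mSR-BI] cells / Medium: HEPES-buffered (25 mM, pH 7.4) F12 plus 0.5% BSA / Probe or stimulus: labelled HDL, 10 µg/mL / Doses: single compound concentration, delivered by pin transfer / Schedule: 3 h, 37 °C / Measured by: DiI fluorescence, bottom read / Measure: cell-associated DiI fluorescence as measure of HDL uptake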
SR-BI DiI inh: blocks mouse SR-BI lipid uptake from DiI-HDL; Q61009; ldlA[mSR-BI] CHO cells, DiI-HDL uptake fluorescence, 3 h; inhibition, % at 12.5 µM; 0.96% of 320,000 active; AID 488896;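 active = mean replicate inhibition of at least 70% and a set share of replicates each scoring 70 or more; inconclusive = meets just one of the two criteria; inactive = fails both criteria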;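 also: 0% = median of neutral control wells and 100% = median of positive control wells; values of inactives mirror those of a sister screen read the other way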
Target sequence (Q61009 whole entry, looked up): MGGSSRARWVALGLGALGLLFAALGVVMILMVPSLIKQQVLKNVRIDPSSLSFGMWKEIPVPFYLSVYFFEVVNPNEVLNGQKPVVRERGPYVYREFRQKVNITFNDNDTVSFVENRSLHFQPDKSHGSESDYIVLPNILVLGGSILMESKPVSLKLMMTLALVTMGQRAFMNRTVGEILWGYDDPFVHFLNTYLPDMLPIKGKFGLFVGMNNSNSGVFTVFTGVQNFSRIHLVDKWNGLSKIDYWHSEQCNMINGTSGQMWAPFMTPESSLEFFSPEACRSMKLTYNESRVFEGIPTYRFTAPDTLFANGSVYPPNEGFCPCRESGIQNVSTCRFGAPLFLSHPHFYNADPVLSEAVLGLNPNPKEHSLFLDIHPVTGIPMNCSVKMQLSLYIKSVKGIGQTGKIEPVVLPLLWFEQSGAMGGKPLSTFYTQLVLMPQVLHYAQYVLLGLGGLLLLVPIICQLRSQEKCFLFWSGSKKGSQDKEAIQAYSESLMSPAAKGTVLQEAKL
phage Ecoli inh: E. coli growth loss with phage present; growth absorbance; inhibition, % at 11.9 µM; 0.26% of 360,000 active; AID 651602; in the data active = inhibition above about 11%
AddAB inh: less growth of phage-infected E. coli with AddAB; E. coli expressing H. pylori AddAB, absorbance growth; inhibition, % at 11.9 µM; 0.29% of 330,000 active; in the data active = inhibition above about 12%;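 also: 0% = vehicle wells of infected cells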
Wnt act: activates Wnt/beta-catenin signaling in a reporter cell assay; activator, plate reader; activation, % at 9.35 µM; 1.2% of 300,000 active; AID 743398; in the data active = activation above about 30%, passing the limit was not always enough; inconclusive = no clear call, values can overlap the other calls;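 also: 0% = neutral control wells and 100% = positive control wells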
CAL PDZ FP-1: blocks peptide binding to the human CAL PDZ domain; Q9HD26; purified CAL PDZ, TMR-peptide fluorescence polarization, 1 h; inhibition, % at 24.9 µM; 0.92% of 300,000 active; AID 602252;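 active = mean inhibition of at least 30% with at least half of replicates also reaching 30%; inconclusive = no clear call, values can overlap the other calls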;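 also: 0% = DMSO neutral control and 100% = excess unlabeled competitor peptide PRC23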
Tat export inh: E. coli Tat transport inhibition; 0.036% of 340,000 active; inhibition, % at 10 µM; E. coli MC4100 TorA-mCherry Tat export, fluorescence; AID 488895;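 active = mean replicate inhibition at least 50% and at least half of replicates individually reaching 50%; inconclusive = only one of the two criteria met; inactive = neither criterion met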;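 also: exported cargo escapes ClpAP degradation while cytoplasmic cargo is degraded and loses fluorescence; 0% = median of neutral control wells and 100% = median of NaSCN control wells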
MITF act: activators of MITF-driven TRPM1 promoter activity in SK-MEL-5 cells; SK-MEL-5 TRPM1-promoter luciferase, 24 h; % of positive control, neutral wells = 0; activation, % at 12.5 µM; 0.75% of 300,000 active;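 active = mean activation of at least 80% with every replicate also reaching 80%; inconclusive = mean reaches 80% but some replicate falls short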;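 also: 0% = neutral control wells and 100% = parthenolide positive control wells; values of inactives mirror those of a sister screen read the other way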
CAL PDZ FP-2: blocks peptide binding to human CAL PDZ domain; AID 504414; 0.02% of 330,000 active; purified CAL PDZ, TMR-peptide fluorescence polarization, 1 h; inhibition, % at 20 µM; Q9HD26;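 active = highest replicate inhibition of at least 40%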;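 also: plate controls were DMSO neutral control wells for no effect and unlabeled competitor peptide control wells for full effect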
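Test system: purified CerCALP PDZ construct; Compound dosing: one concentration, 20 µM compound; Also added: TMR-labelled reporter peptide T*-PRC34 bound in PDZ groove; Read-out: inhibition from polarization loss; Controls: unlabelled peptide and DMSO controls; Signal: FP readout, S and P plane fluorescence; Incubation: 1 h at RT.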
* = called active by the depositor; ? = inconclusive; nt = not tested or not shown. Random draw from the library; any-hit rate near 3.6%.

SMILES | E coli growth | SR-BI DiI-HDL act | SR-BI DiI inh | phage Ecoli inh | AddAB inh | Wnt act | CAL PDZ FP-1 | Tat export inh | MITF act | CAL PDZ FP-2
CCOc1ccc(C2c3[nH]c4ccccc4c3C[C@H]3C(=O)N(C4CCN(Cc5ccccc5)CC4)CC(=O)N23)cc1OC (stereo partly drawn) | nt | 41.4 | -41.4 | 4.5 | nt | -2.9 | -4.7 | 12.6 | -28.2 | 2.4
C=CCOC(=O)/C(=C/c1cccnc1)NC(=O)c1ccccc1 | 2.1 | 11.1 | -11.1 | 0.5 | 3.0 | 0.7 | 3.3 | 1.1 | nt | -1.0
CCOC(=O)N1CCC(N2C(=O)c3ccccc3C2Nc2ccc(Cl)cn2)CC1 (stereo not drawn) | 0.5 | -13.3 | 13.3 | 2.9 | -2.4 | 3.5 | nt | 5.9 | nt | -0.5
CCN(CCn1cccn1)C(=O)c1cc(COc2cc(C)ccc2C)on1 | nt | -37.3 | 37.3 | 1.0 | nt | ? | -5.6 | 1.7 | 61.0 | -2.3
CSC(=NC#N)N1CCN(C(c2ccccc2)c2ccccc2)CC1 | 0.9 | -30.9 | 30.9 | 1.8 | -0.1 | 0.1 | -2.5 | 8.1 | -20.8 | 7.8
CN(Cc1ccco1)S(=O)(=O)c1ccc2c(c1)CCN2C(=O)CCC(=O)O | 1.7 | 17.6 | -17.6 | 3.9 | -0.2 | -6.2 | -2.9 | 3.6 | -8.7 | 0.4
N#Cc1ccc(COc2ccc(CCO)cc2-n2nc3ccccc3n2)cc1 | 0.4 | -0.4 | 0.4 | 2.5 | -0.4 | nt | -3.5 | -9.5 | -4.6 | -0.9
COCCNC(=O)c1cc2ncc(Br)cn2n1 | 1.0 | 21.3 | -21.3 | 2.5 | 1.2 | nt | 0.9 | 6.0 | -2.8 | 0.2
O=C1CCN(C(=O)Nc2cccc(Cl)c2)N1 | 1.4 | 11.9 | -11.9 | -0.4 | 0.5 | nt | nt | -0.1 | 2.0 | -2.5
CCOc1cc(C2Nc3ccccc3C(=O)N2c2ccccc2)c(Br)cc1OCC(=O)O (stereo not drawn) | -0.2 | -6.5 | 6.5 | 3.0 | 4.1 | nt | 0.0 | -8.9 | 6.3 | 0.0
Cc1cccc(C(=O)Nc2cccc(C(=O)N3CCOCC3)c2)c1 | -0.8 | 4.0 | -4.0 | 0.6 | 1.1 | nt | nt | 8.1 | 1.3 | -2.2
CCOC(=O)Cn1c(=O)n(CC(=O)OCC)c2ccccc21 | -0.8 | -2.3 | 2.3 | 1.2 | -0.2 | -3.7 | -2.9 | -8.9 | nt | -2.7
Brc1ccc(-c2nc3ncccn3c2Nc2ccc3c(c2)OCCO3)o1 | 2.8 | 3.5 | -3.5 | 2.0 | 3.3 | 0.2 | -5.6 | 0.5 | nt | 1.2
CCN(C(=O)CN1CCCCC1C)c1c(N)n(Cc2ccccc2)c(=O)[nH]c1=O (stereo not drawn) | -0.9 | 23.3 | -23.3 | 0.9 | 0.1 | 4.6 | nt | -6.8 | -1.3 | -0.8
COc1cc(C#N)ccc1OCC(=O)Nc1ccc(C)c(S(=O)(=O)N2CCOCC2)c1 | 1.2 | nt | nt | 1.1 | 0.3 | -4.5 | 3.8 | 1.4 | 0.2 | -2.7
CCC1CCCCN1CCCNC(=O)C1CCCN(S(=O)(=O)N2CC(C)CC(C)C2)C1 (stereo not drawn) | 2.5 | 30.4 | -30.4 | 2.7 | 2.5 | 1.1 | nt | 0.2 | 12.5 | 1.1
Cn1c(Cc2cccs2)nnc1SCc1nc2ccccc2[nH]1 | 1.3 | 11.8 | -11.8 | 3.1 | 6.2 | nt | -1.6 | -5.8 | -8.4 | 0.3
Cn1c(=O)oc2cc(S(=O)(=O)CCC(=O)N3CCN(c4ccccc4)CC3)ccc21 | 0.2 | 7.0 | -7.0 | 0.0 | -1.5 | 0.2 | -4.0 | 0.7 | 11.1 | -1.6
CCOc1cc(/C=C/C(=O)OCC(=O)NCCN2C(=O)CSC2=O)ccc1OCC(C)C | 0.0 | -26.6 | 26.6 | -0.6 | 1.3 | -6.3 | 1.2 | 0.8 | -2.4 | -1.3
OC1CN=C2Sc3ccccc3N2C1 (stereo not drawn) | -0.3 | 24.7 | -24.7 | 1.6 | 1.4 | nt | -3.7 | 1.3 | -8.9 | -0.4
O=C1OCCC1Sc1nnc(-c2cccnc2)n1-c1ccccc1F (stereo not drawn) | -1.8 | 17.2 | -17.2 | 2.8 | -0.6 | -0.4 | -0.5 | -8.9 | -6.8 | 0.9
Cc1ccc(CN2C(=O)[C@H]3Cc4c([nH]c5ccccc45)C(C)(C)N3C2=O)cc1 | -2.9 | -74.2 | ? | -1.0 | 1.6 | -8.0 | -3.4 | 3.0 | -15.9 | -0.1
Cc1cc(C)cc(OCc2ccc(C(=O)NC3CCOC3=O)o2)c1 (stereo not drawn) | 0.3 | -25.2 | 25.2 | 0.1 | -0.7 | -0.8 | 0.8 | 3.4 | -4.1 | -0.7
O=C1CN(C(=O)COc2ccccc2)c2ccccc2N1 | 2.6 | -5.5 | 5.5 | -0.6 | 1.7 | -1.7 | 3.3 | -10.1 | 6.9 | -1.3
CC(C)C1Nc2ccc(S(=O)(=O)N3CCOCC3)cc2NC1=O (stereo not drawn) | 0.3 | 8.8 | -8.8 | 3.0 | 2.2 | -2.3 | -3.0 | -7.8 | 0.3 | 0.2
CN(C)c1cc[n+](CC(=O)Nc2ccc([N+](=O)[O-])cc2Cl)cc1 | -1.5 | -8.6 | 8.6 | 4.8 | 0.7 | -5.5 | 1.0 | -7.2 | nt | -2.6
CC(C)(C)OC(=O)N1CCC(c2c(C(=O)N3CCN(C(=O)c4ccco4)CC3)cnn2-c2ccc(F)cc2F)CC1 | -3.3 | 12.0 | -12.0 | 2.8 | 2.9 | -0.5 | -5.7 | -1.0 | -6.6 | -0.8
COc1ccc(/C(C#N)=C/c2cccnc2)cc1 | nt | -9.7 | 9.7 | 2.5 | nt | 7.0 | nt | -1.1 | 58.9 | -4.7
Nc1ccccc1N1CCN(C(=O)c2ccccc2)CC1 | 0.0 | 19.1 | -19.1 | 3.2 | 1.0 | -0.2 | -5.3 | -5.5 | 6.9 | -0.6
O=S(=O)(c1ccccc1Cl)N1CCC(O)(c2ccc3c(c2)OCO3)CC1 | -0.9 | 5.2 | -5.2 | nt | 2.0 | 2.5 | -4.7 | -1.6 | -2.5 | -3.2
CCC1C(=O)NCCN1C(=O)CCc1nnc(CCc2ccc(OC)cc2)o1 (stereo not drawn) | 0.4 | 12.4 | -12.4 | 3.1 | 1.0 | 2.3 | -3.2 | -0.5 | 24.1 | nt
CCn1cc(C(=O)O)c(=O)c2cnc(N3CCN(C(=S)Nc4ccccc4Cl)CC3)nc21 | 83.7* | 22.7 | -22.7 | 0.1 | 97.1* | -10.2 | -1.0 | -6.0 | -14.0 | -1.0
COC(=O)C(C(=O)OC)=C(/C=C/N(C)C)N(C)C | 2.2 | 19.7 | -19.7 | 2.9 | -0.7 | nt | 45.9* | -3.8 | nt | 7.0
CS(=O)(=O)N(CC(=O)NC1CC1)c1cccc(F)c1 | -1.4 | 9.4 | -9.4 | 1.1 | 3.4 | -0.5 | -9.1 | 4.9 | 6.7 | -0.1
NC(N)=N/N=C/c1cccc([N+](=O)[O-])c1O | -0.4 | 24.6 | -24.6 | 6.3 | 3.5 | 1.7 | -2.0 | 7.0 | -4.5 | -1.4
COc1ccc(CNC(=O)C2CCN(S(=O)(=O)N3CCC4(CC3)OCCO4)CC2)c(OC)c1 | 0.4 | 10.0 | -10.0 | 1.8 | 3.9 | -1.3 | -5.6 | 11.0 | -4.1 | -0.6
O=C(O)c1cn(Cc2ccccc2)c2ccccc2c1=O | -1.4 | -7.7 | 7.7 | 2.8 | 1.0 | nt | -1.2 | 1.4 | 8.8 | -0.6
CCc1nnc(NS(=O)(=O)c2ccc(N=Cc3c(C)[nH]n(-c4ccc(Cl)cc4)c3=O)cc2)s1 | 8.9 | 28.1 | -28.1 | 9.5 | 13.5* | 9.1 | -1.9 | -8.3 | 21.4 | -1.8
CCOc1cc(/C=N\O)cc(Cl)c1OCC | -1.8 | -20.3 | 20.3 | 1.9 | 4.8 | nt | -0.9 | 5.2 | nt | -2.9
COc1ccc(C(=O)COC(=O)c2ccc3c(c2)OCO3)c(OC)c1 | 0.0 | -9.0 | 9.0 | 0.9 | -0.4 | 8.7 | nt | -3.9 | 21.2 | -0.1
Cc1ccc(S(=O)(=O)/N=C(/c2ccc(F)cc2)N2CCCCC2)cc1 | 0.3 | 42.1 | -42.1 | 3.3 | 0.0 | 0.6 | -2.5 | -1.9 | 3.1 | -0.3
CC1CCN(C(=O)Cn2cc(S(=O)(=O)CC(=O)N3CCOCC3)c3ccccc32)CC1 | -2.0 | 24.4 | -24.4 | 0.4 | 0.9 | -1.1 | -2.4 | 5.7 | 6.7 | -1.4
CCC(C(=O)NCC1CCCO1)N(C(=O)CNS(=O)(=O)c1ccccc1)c1ccc(F)cc1 (stereo not drawn) | 0.3 | 2.7 | -2.7 | 0.9 | 1.9 | -2.6 | -0.4 | -3.8 | 4.1 | -2.5
CC(C)CN(C(=O)c1cc(Cl)nc2ccccc12)C1CCS(=O)(=O)C1 (stereo not drawn) | nt | 10.2 | -10.2 | 3.8 | nt | 4.0 | -1.3 | 19.4 | 1.9 | -4.0
N/C(=N\OC(=O)CCn1cccc(C(F)(F)F)c1=O)c1ccc(Cl)cc1 | -3.0 | 7.8 | -7.8 | 2.7 | 0.6 | -1.4 | 0.8 | 7.9 | 9.6 | -0.3
Cn1cnc2c1c(=O)n(Cc1ccccc1)c(=O)n2C | 0.4 | 38.6 | -38.6 | 1.8 | 2.7 | 32.0* | nt | 8.5 | nt | -0.2
Cc1ccc(CS(=O)(=O)CCC(=O)O)cc1 | -0.8 | 8.6 | -8.6 | 0.0 | 2.9 | -2.3 | 5.4 | 8.3 | -0.9 | -1.8
CN(C)C(=O)CSc1n[nH]c(=O)n1CCc1ccccc1 | 0.6 | 13.6 | -13.6 | 1.9 | 2.3 | -2.5 | -2.6 | -4.2 | -1.2 | -3.2
Cc1ccc(C)c(N(CC(=O)NCC2CCCO2)C(=O)CCC(=O)Nc2nccs2)c1 (stereo not drawn) | -3.1 | nt | nt | 3.1 | -0.2 | -0.9 | -5.7 | -2.1 | 3.7 | -2.7

2 compounds drawn at random from those above, as already listed:
SMILES | E coli growth | SR-BI DiI-HDL act | SR-BI DiI inh | phage Ecoli inh | AddAB inh | Wnt act | CAL PDZ FP-1 | Tat export inh | MITF act | CAL PDZ FP-2
O=C(O)c1cn(Cc2ccccc2)c2ccccc2c1=O | -1.4 | -7.7 | 7.7 | 2.8 | 1.0 | nt | -1.2 | 1.4 | 8.8 | -0.6
CC1CCN(C(=O)Cn2cc(S(=O)(=O)CC(=O)N3CCOCC3)c3ccccc32)CC1 | -2.0 | 24.4 | -24.4 | 0.4 | 0.9 | -1.1 | -2.4 | 5.7 | 6.7 | -1.4
